# Screens as filed in PubChem BioAssay.
# RmlCD inh 1536: M. tuberculosis RmlC/RmlD coupled enzyme inhibitors, primary screen, biochemical, compound mixtures, 384-well, from 1536-well plates | RmlC+RmlD coupled enzyme assay, percent inhibition; primary screen in compound mixtures | inhibition, % at 3.6 µM | 160,000 tested, 0.03% active | AID 1533, 2009; in the data active = inhibition mostly above about 34%, no sharp cut-off; also: some results filed as inactive read as strong as hits
# Target sequence (P9WH09 whole entry, looked up): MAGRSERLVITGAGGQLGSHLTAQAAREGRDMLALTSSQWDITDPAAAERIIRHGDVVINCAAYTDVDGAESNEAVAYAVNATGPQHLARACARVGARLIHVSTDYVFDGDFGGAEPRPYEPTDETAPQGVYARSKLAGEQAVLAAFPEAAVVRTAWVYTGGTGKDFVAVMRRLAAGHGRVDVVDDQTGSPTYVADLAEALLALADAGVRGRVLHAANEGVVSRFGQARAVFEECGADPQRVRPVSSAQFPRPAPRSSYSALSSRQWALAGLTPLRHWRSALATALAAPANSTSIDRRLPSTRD
# Target sequence (P9WH11 whole entry, looked up): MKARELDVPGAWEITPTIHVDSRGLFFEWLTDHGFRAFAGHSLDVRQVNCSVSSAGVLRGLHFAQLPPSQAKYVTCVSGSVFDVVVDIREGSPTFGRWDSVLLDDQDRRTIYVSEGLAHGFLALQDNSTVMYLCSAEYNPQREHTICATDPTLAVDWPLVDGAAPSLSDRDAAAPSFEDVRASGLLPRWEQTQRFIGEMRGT
# GlmU inhibition: inhibition of mycobacterial GlmU enzyme – biochemical, glucosamine-1-phosphate acetyltransferase (AID 1376); Bifunctional protein GlmU (Mycobacterium tuberculosis (strain ATCC 25618 / H37Rv)); 220,000 tested, 0.25% active; M. tuberculosis GlmU acetyltransferase enzyme assay; higher % means a stronger effect; inhibition, %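 (tested at 30 µM in the primary screen)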, or IC50 in µM where a hit was titrated; in the data active = inhibition above about 13%;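 also: 0% = complete reaction with vehicle and 100% = reaction without substrate; strong numbers were not always called active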
# An asterisk follows results filed as active; . = not tested or not shown. This is a subset; the hit share may differ from the screen's.
SMILES,RmlCD inh 1536,GlmU inhibition
CCC(C)NC(=O)CS(=O)Cc1nc(-c2ccccc2C)oc1C (stereo not given),7,.
CCCCN(C)C(=O)CCC(=O)Nc1ccc2nc(N3CCOCC3)cc(C)c2c1,19,2.0%
CC(C)[C@H](NC(=O)NCc1cccs1)C(=O)O,.,-0.7%
Cc1cccc2cc(C#N)c(NCCNC(=O)NC3CCCCC3)nc12,-5,7.8%
COc1ccc(-n2nnnc2SCC(=O)Nc2nnc(C)s2)cc1,-5,-0.3%
CCN(CC)S(=O)(=O)c1cccc(C(=O)OCC(=O)N2CC(=O)Nc3ccccc32)c1,13,4.0%
COc1ccc(NS(=O)(=O)c2cc(NC(=O)c3ccco3)ccc2N2CCCC2)cc1,6,-0.9%
Cc1cccc(CN2CCC(CNC(=O)CCNC(=O)Cn3ccc4ccccc4c3=O)CC2)c1,6,-4.5%
CC(=O)c1ccc(N/N=C(/C(N)=O)C2=NC(C)(C)Cc3ccccc32)cc1,6,1.0%
COc1cccc(NC(=O)CSCc2n[nH]c(=O)[nH]2)c1,-1,-3.9%
C=CCn1c(SCC(=O)c2ccc(OC)cc2)nnc1-c1cc2cccc(OC)c2o1,4,2.7%
CCc1ccc(NC(=O)C2C3C=CC(C4CC34)C2C(=O)O)cc1 (stereo not given),.,0.6%
CCCc1cc(=O)[nH]c(SCC(N)=O)n1,12,4.3%
COc1cc(C(=O)NCCN2CCOCC2)cc(OC)c1OC,.,3.1%
Cc1cccc(S(=O)(=O)Nc2nc3ccccc3nc2NCc2ccc3c(c2)OCO3)c1,52,-2.6%
CC(=O)c1c(C)[nH]c(C(=O)NCc2ccccn2)c1C,-2,-0.9%
O=C1N=c2ccccc2=C1c1sc(=S)n(NC(=O)c2cccc(O)c2)c1O,-6,-0.2%
Cc1ccc2c(c1)C(c1ccc(N3CCOCC3)cc1)=NNC(c1cccs1)=N2,.,-1.8%
Cc1cc(OCC(=O)NCCO)ccc1Cl,-10,2.8%
Cc1ccc(CNC(=O)c2coc(=O)c3ccccc23)o1,-8,-1.4%
CCCCCCN1Cc2ccccc2C1,.,-0.2%
CCc1cc2c(=O)c(-n3cnc4ccccc43)coc2cc1O,.,-2.0%
Cc1nc2cc(C(F)(F)F)ccc2n1C1CCN(Cc2nnnn2CCc2ccccc2)CC1,.,-3.9%
CC1CCN(c2c([N+](=O)[O-])nn(-c3ccc4c(c3)OCCO4)[n+]2[O-])CC1,-11,0.7%
CCCN(CCC)C(=O)Cn1c(=O)n(CCCC(=O)NCc2ccco2)c(=O)c2sccc21,-8,-3.5%
Cc1nc(N2CCN(S(=O)(=O)c3ccc(Br)cc3)CC2)c2c(C)c(C)sc2n1,-5,5.8%
OC(CNCc1ccc(-c2ccccc2)cc1)c1ccccc1 (stereo not given),13,-2.2%
Cc1csc(C(C)N(C)C(=O)CCc2nnc(CCc3ccccc3)o2)n1 (stereo not given),-15,0.0%
O=C(c1cccs1)N1CCCC(c2nc3c(nnn3Cc3ccccc3)c(=O)[nH]2)C1 (stereo not given),3,2.2%
COc1ccc(CN2C(=O)c3ccccc3C(/C=N\OCc3ccc(C)cc3)C2=O)cc1 (stereo not given),4,5.0%
CCC(=O)NC(=S)Nc1ccc(NC(=S)NC(=O)c2ccc(C)cc2)cc1,5,-1.7%
Cc1ccc(N(Cc2cc3ccc(C)cc3[nH]c2=O)C(=O)c2ccco2)cc1,.,-1.7%
COc1cc(/C=N/n2cnnc2)ccc1OC(=O)c1cccnc1,4,0.2%
Cn1cccc1CNC(=S)Nc1ccccc1F,.,-3.7%
CC(C)NC(=O)CSc1nc2ccccc2n1CC(=O)N(C(C)C)C(C)C,-10,-3.4%
O=c1[nH]c2ccccc2c2nc3ccccn3c12,10,-1.4%
c1cc2c(cc1-c1[nH]ncc1CN1C[C@H]3CC[C@H]1C3)OCO2,.,-1.4%
CCc1ccccc1NC(=O)NC1CC2CCC(C1)N2Cc1cccs1 (stereo not given),6,2.5%
CCCCC(=O)N/N=C/c1c(O)n(-c2cccc3ccccc23)c(=O)[nH]c1=O,.,6.0%
N#Cc1c(N)nc2c(c1-c1ccncc1)CCCC2,2,2.1%
CC1(C)C(O)=C(c2nc3ccccc3[nH]2)C(=N)N1c1ccccc1,-1,1.9%
COc1ccc(N(CC(=O)Nc2cccc(N(C)S(C)(=O)=O)c2)S(=O)(=O)c2ccc(C)cc2)cc1,4,0.1%
CCCCNC(=S)NCCN1CCCCC1,.,1.6%
COc1c(Cl)cc(-c2noc(C)c2C(=O)NC(C)C)cc1Cl,.,2.0%
CCOC(=O)CC1C(=O)NCCN1C(=O)Nc1ccccc1 (stereo not given),3,-2.0%
COC(=O)C1=C(c2ccccc2)C[C@@H]2CC[C@H]1N2C(=O)NC1CC1,.,-2.5%
Oc1c(Br)cc(C=Nc2ccc3nc(-c4ccccc4)[nH]c3c2)c(O)c1Br,.,12%
COC(=O)CSc1nnc2c3c4c(sc3nc(-n3nc(C)cc3C)n12)COC(C)(C)C4,.,-3.1%
COc1cccc(OC)c1OCCCSc1nc(C)cc(=O)[nH]1,-4,-2.0%
COc1ccc(NC(=O)CSc2nnnn2C)c([N+](=O)[O-])c1,1,-5.9%
COc1cccc(NS(=O)(=O)c2c(C)cc(C)cc2C)c1,98,-3.2%
CN(C)c1cccc(C(=O)N/N=C/c2ccccc2F)c1,25,12%
CCOCCCNC(=O)C(c1ccc(Cl)cc1)N1CCN(C(=O)c2ccco2)CC1 (stereo not given),14,5.2%
Cc1cc(C=C2C(=O)NC(=S)NC2=O)c(C)n1-c1ccc2c(c1)OCO2,13,7.2%
CCCN1CCN(C(=O)C2CCN(S(=O)(=O)c3ccc4c(c3)oc(=O)n4C)CC2)CC1,-5,5.4%
CCOC(=O)NC1(C(F)(F)F)C(=O)NC(C)=C1C#N (stereo not given),0,0.6%
CC(=O)NCCc1nc2ccccc2n1Cc1ccc(Cl)cc1,8,-0.8%
O=C(Nc1ccccc1)C1CC(=O)n2c(nc3ccccc32)N1 (stereo not given),.,6.5%
Fc1ccc(Br)cc1C1C=C(c2cccnc2)Nc2ncnn21 (stereo not given),8,-2.9%
Cc1nnc(SCc2nnc(-c3ccccc3)o2)n(N)c1=O,.,4.1%

# Grouped by structure: the entries above containing a nitro group on carbon (2)
SMILES,RmlCD inh 1536,GlmU inhibition
CC1CCN(c2c([N+](=O)[O-])nn(-c3ccc4c(c3)OCCO4)[n+]2[O-])CC1,-11,0.7%
COc1ccc(NC(=O)CSc2nnnn2C)c([N+](=O)[O-])c1,1,-5.9%

# Next part
SMILES,RmlCD inh 1536,GlmU inhibition
CN1C(=O)c2oc3ccccc3c(=O)c2C1c1ccccn1 (stereo not given),-7,-2.0%
Cc1ccc(CSc2nnc(SCC(=O)N/N=C/c3c(C)nn(-c4ccccc4)c3C)s2)cc1,8,3.4%
COc1ccc(C(=O)N2CCN(C(=O)CC(C)C)CC2)cc1OC,6,-2.2%
Clc1ccc(CN2C3=NCCCN3c3ccccc32)cc1,-5,.
CCOC(=O)c1c(C)n(CC(COC(C)=O)OC(C)=O)c2ccc(OC(C)=O)cc12 (stereo not given),22,2.4%
O=C(C1=C[C@@H](c2csc3ccccc23)C[C@@H](OCc2ccc(CO)cc2)O1)N1CCN(Cc2ccccc2)CC1,.,0.6%
CC1=NN(C(=O)c2ccco2)C(O)(c2ccccc2)C1 (stereo not given),9,2.8%
Cn1c(NCCN2CCCCC2)cc(=O)n(C)c1=O,.,-1.1%
CCOC(=O)c1c(C)oc(C)c(C(=O)OCC)c1=O,-4,-8.8%
CC(=O)Oc1ccc(N(C(C)=O)S(=O)(=O)c2ccc(C)c([N+](=O)[O-])c2)cc1,-4,0.5%
CNc1nc(N)c(C(=O)C(C)(C)C)s1,.,-11%
N#Cc1sc2nc(N3CCCCC3)c3c(c2c1N)CCCC3,.,1.7%
CCCN=Cc1c(CCC)[nH]n(-c2nc3ccccc3s2)c1=O,-9,4.3%
COc1ccc([N+](=O)[O-])cc1NC(=O)COC(=O)c1ccccc1C(=O)c1ccccc1,-3,-4.3%
O=c1c2ccccc2nc(-c2ccco2)n1-c1ccncc1,4,8.6%

# Single records, as listed above.
# Entry for `CNc1nc(N)c(C(=O)C(C)(C)C)s1` : RmlCD inh 1536 = .; GlmU inhibition = -11%
# Entry for `CC(=O)Oc1ccc(N(C(C)=O)S(=O)(=O)c2ccc(C)c([N+](=O)[O-])c2)cc1` : RmlCD inh 1536 = -4; GlmU inhibition = 0.5%

# (further entries)
SMILES,RmlCD inh 1536,GlmU inhibition
CCCOCn1cc(F)c(=O)[nH]c1=O,75,1.0%
COc1ccc(-c2ccc(-c3noc(-c4cccs4)n3)c(OC)n2)cc1,9,1.2%
CCOC(=O)c1c(-c2ccc(C)cc2)cn2ccccc12,.,0.5%
O=C(Cn1c(=O)[nH]c2ccsc2c1=O)NC1CCCCCC1,.,2.3%
CC(=O)NS(=O)(=O)c1ccc(NC(=O)/C=C/c2cn(-c3ccccc3)nc2-c2ccccc2)cc1,-13,-2.1%
CC(C)n1c(C(O)c2ccccc2)nc2ccccc21 (stereo not given),-8,4.0%
CCNC(=S)NNC(=O)c1ccccn1,7,-12%
CCC(C)NC(=O)c1c(N)n(/N=C/c2cccnc2)c2nc3ccccc3nc12 (stereo not given),18,1.6%
O=C(NCCOc1ccccc1)C(=O)c1c[nH]c2ccccc12,-7,1.1%
Cc1cc(=O)n(CNC(=O)c2ccccc2)c(=S)[nH]1,.,2.1%
CCOC(=O)c1cc(C)nc(N2CCCCC2)c1C#N,3,-4.0%
CCn1c(Cn2nnc(-c3ccccc3)n2)nnc1SCC(=O)Nc1ccccc1,1,4.9%
COc1ccc(N2CC(C)Cn3c2nc2c3c(=O)n(CCN3CCOCC3)c(=O)n2C)cc1 (stereo not given),.,1.0%
O=S(=O)(NCc1csc(-c2cccnc2)n1)c1ccc2c(c1)OCCO2,2,2.3%
COc1ccc(C(C#N)N2CCCCCC2)cc1OC (stereo not given),-6,3.0%
Cc1noc(C)c1CSc1nc2ccccc2[nH]1,-4,2.7%
FC(F)(F)c1nnc2ccc(NCc3cccnc3)nn12,3,-1.3%
CCOC(=O)C1=C(C)NC2=C(C(=O)CC(c3cccs3)C2)C1c1cccs1 (stereo not given),.,-2.9%
COc1ccc(-c2[nH]ncc2/C=N/NC(=O)c2ccc(Br)cc2)c(OC)c1,14,-4.8%
Cc1ccc(N=C2N=C(N)c3ccccc32)cc1C,.,9.3%
Cn1c(=O)cc(NCCc2ccccc2)[nH]c1=O,-2,-3.9%
CC1=CC2=NC(=O)/C(=C/c3coc4ccccc4c3=O)C(=N)N2O1,13,0.6%
CCC(NC(=O)NCc1cccnc1)(C(F)(F)F)C(F)(F)F,-4,0.4%
COc1ccc(/C=N/NC(=O)c2cc(C)on2)c2ccccc12,14,0.0%
COC(=O)Cn1c2ccccc2c2nc(C)sc21,0,2.6%
O=c1[nH]c(SCC2CCCCO2)nc2ccccc12 (stereo not given),11,-1.0%
CC(=O)Nc1ccccc1C(=O)N1CCN(c2cccc(C)c2C)CC1,9,-2.6%
CS(=O)(=O)N(CC(=O)NCCSCc1ccccc1)c1ccccc1,6,2.8%
COc1ccc(C2=NOC(C(=O)NCCCN3CCOCC3)C2)cc1 (stereo not given),.,1.9%
NCCCC[C@@H](C(=O)N1CCNCC1)n1cc(CCC(=O)O)nn1,.,0.6%
COC(=O)c1nc(NC(C)=O)n[nH]1,53,-4.0%
CCOc1ccc(/C(C)=N/N2C(=O)C(CC(=O)Nc3ccc(OC)cc3[N+](=O)[O-])SC2=Nc2cccc(C)c2C)cc1 (stereo not given),-7,2.9%
Cc1ccc(Nc2nc(N)nc(CSC(=S)N3CCOCC3)n2)c(C)c1,.,-0.4%
Cn1nc([N+](=O)[O-])nc1Sc1ccc(C(C)(C)C)cc1,7,.
COc1cccc(=O)c2c(C)n(-c3cc(C)cc(C)c3)c(C)c12,.,2.2%
Cc1ccccc1-c1nc(CN(C)C(C)c2ccon2)c(C)o1 (stereo not given),.,1.5%
CC(C)CCn1c(O)c(N=NC(=O)Cn2ccc(C(F)(F)F)n2)c2ccccc21,1,0.3%
COc1ccc(CCc2nnc(CCC(=O)N(C)Cc3ccncc3C)o2)cc1,6,4.4%

# An excerpt from above in order of SMILES length, high to low:
SMILES,RmlCD inh 1536,GlmU inhibition
CCOc1ccc(/C(C)=N/N2C(=O)C(CC(=O)Nc3ccc(OC)cc3[N+](=O)[O-])SC2=Nc2cccc(C)c2C)cc1 (stereo not given),-7,2.9%
CC(C)CCn1c(O)c(N=NC(=O)Cn2ccc(C(F)(F)F)n2)c2ccccc21,1,0.3%
NCCCC[C@@H](C(=O)N1CCNCC1)n1cc(CCC(=O)O)nn1,.,0.6%
Cn1nc([N+](=O)[O-])nc1Sc1ccc(C(C)(C)C)cc1,7,.
Cc1ccccc1-c1nc(CN(C)C(C)c2ccon2)c(C)o1 (stereo not given),.,1.5%
COC(=O)c1nc(NC(C)=O)n[nH]1,53,-4.0%
